Screening data from PubChem.
IL1B secr inh: inflammasome signaling inhibition, IL-1 beta readout | THP-1 LPS/ATP IL-1B secretion, AlphaLISA, 16 h; stronger effect = lower value | activity change, % at 57.5 µM | 360,000 tested, 4.7% active | AID 743279; in the data active = activity change below about -50%; inconclusive = mostly about -30% to -49%; note: % is set by controls: 0 for no effect and ±100 for the full control effect
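THP-1 cells pretreated 1 hr with compounds (up to 57.5 uM final), then stimulated with LPS (250 ng/mL final) plus ATP (1.25 mM final); secreted IL-1B measured by AlphaLISA after 16 hr, decreased signal indicating inhibition.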
KB-V1 MDR tox: kills drug-selected multidrug resistant KB-V1 cells | KB-V1 MDR cells viability, CellTiter-Glo, 72 h | Potency, µM (highest dose often 46.1 µM), inactives show at the top dose activity change, negative = cytotoxicity, hits mostly cytotoxic | 400,000 tested, 3.4% active | AID 1347076; note: potency is the fitted concentration of half-maximal effect; % is set by controls: 0 for no effect and ±100 for the full control effect; nearly all actives have a fitted effect of over 60% in size
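Compound-treated KB-V1 multidrug-resistant cells, 72 h, 37 degrees C; viability by CellTiter-Glo. Fitted qHTS curves give the values.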
HT1080 IDH1KD tx: HT-1080 IDH1 knockdown cell toxicity (counter line); HT-1080 IDH1 knockdown viability, ATP luminescence, 48 h; Potency, µM (doses to about 46.1 µM), for the others: at the top dose activity, negative = toxicity, most hits filed as cytotoxic; 360,000 tested, 2% active; AID 686971;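 note: potency is the fitted concentration of half-maximal effect; 0% = DMSO wells and -100% = cell-free medium wells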
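After a 2 h attachment period, IDH1KD HT-1080 cells took pin-transferred compound for 48 h at 37 °C; ATP-based luminescence after 10 min room-temperature reagent incubation reported viability.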
MCF10A rereplic: induces DNA re-replication in MCF 10a normal breast cells; MCF 10A DNA re-replication, Hoechst nuclear intensity, 48 h; Potency, µM (highest dose often 46.1 µM), for the others: at the highest dose activity, positive = re-replication, most hits filed as activators; 350,000 tested, 2.9% active; AID 624296; note: potency is the fitted concentration of half-maximal effect; % of control where 0% means no effect; nearly all actives have a fitted effect of over 50% in size
SW480 rereplic: DNA re-replication induction in SW480 cells. SW480 DNA re-replication, Hoechst DNA content imaging, 48 h. Potency, µM (top dose mostly 46.1 µM), for inactives: at the highest dose re-replication activation, most hits filed as activators. 340,000 tested, 1.8% active; note: potency is the fitted concentration of half-maximal effect; % of control where 0% means no effect; nearly all actives have a fitted effect of over 55% in size
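First, 250 cells per well were seeded. Next, compound or vehicle (23 nL) was pinned in, plates sat 48 hr at 37 C. Finally Hoechst was added for 40 min before fluorescence scanning.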
ATXN2 expr inh: reduces ATXN2 reporter expression in HEK-293 cells | HEK-293 ATXN2-luciferase reporter, luminescence, 24 h | 360,000 tested, 0.72% active | Potency, µM (top dose mostly 57 µM), without a hit: at the top dose activity change, negative = inhibition, hits mostly inhibitors; note: potency is the fitted concentration of half-maximal effect; % is set by controls: 0 for no effect and ±100 for the full control effect; nearly all actives have a fitted effect of over 55% in size
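ATXN2-luciferase reporter cells (luciferase flanked by upstream and downstream ATXN2 gene portions) were treated 24 h at 37 °C with compounds at up to 57 uM. SteadyGlo luminescence gave expression; GF-AFC fluorescence gave viability.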
WRN inhibitor: WRN helicase (human) inhibition; WRN helicase unwinding, fluorescent forked duplex, kinetic; Potency, µM (doses to about 114 µM), for inactives: at the top dose activity change, negative = inhibition, hits mostly inhibitors; Q14191; 360,000 tested, 0.46% active; AID 651768; note: potency is the fitted concentration of half-maximal effect; % is set by controls: 0 for no effect and ±100 for the full control effect; nearly all actives have a fitted effect of over 55% in size
Target sequence (Q14191 whole entry, looked up): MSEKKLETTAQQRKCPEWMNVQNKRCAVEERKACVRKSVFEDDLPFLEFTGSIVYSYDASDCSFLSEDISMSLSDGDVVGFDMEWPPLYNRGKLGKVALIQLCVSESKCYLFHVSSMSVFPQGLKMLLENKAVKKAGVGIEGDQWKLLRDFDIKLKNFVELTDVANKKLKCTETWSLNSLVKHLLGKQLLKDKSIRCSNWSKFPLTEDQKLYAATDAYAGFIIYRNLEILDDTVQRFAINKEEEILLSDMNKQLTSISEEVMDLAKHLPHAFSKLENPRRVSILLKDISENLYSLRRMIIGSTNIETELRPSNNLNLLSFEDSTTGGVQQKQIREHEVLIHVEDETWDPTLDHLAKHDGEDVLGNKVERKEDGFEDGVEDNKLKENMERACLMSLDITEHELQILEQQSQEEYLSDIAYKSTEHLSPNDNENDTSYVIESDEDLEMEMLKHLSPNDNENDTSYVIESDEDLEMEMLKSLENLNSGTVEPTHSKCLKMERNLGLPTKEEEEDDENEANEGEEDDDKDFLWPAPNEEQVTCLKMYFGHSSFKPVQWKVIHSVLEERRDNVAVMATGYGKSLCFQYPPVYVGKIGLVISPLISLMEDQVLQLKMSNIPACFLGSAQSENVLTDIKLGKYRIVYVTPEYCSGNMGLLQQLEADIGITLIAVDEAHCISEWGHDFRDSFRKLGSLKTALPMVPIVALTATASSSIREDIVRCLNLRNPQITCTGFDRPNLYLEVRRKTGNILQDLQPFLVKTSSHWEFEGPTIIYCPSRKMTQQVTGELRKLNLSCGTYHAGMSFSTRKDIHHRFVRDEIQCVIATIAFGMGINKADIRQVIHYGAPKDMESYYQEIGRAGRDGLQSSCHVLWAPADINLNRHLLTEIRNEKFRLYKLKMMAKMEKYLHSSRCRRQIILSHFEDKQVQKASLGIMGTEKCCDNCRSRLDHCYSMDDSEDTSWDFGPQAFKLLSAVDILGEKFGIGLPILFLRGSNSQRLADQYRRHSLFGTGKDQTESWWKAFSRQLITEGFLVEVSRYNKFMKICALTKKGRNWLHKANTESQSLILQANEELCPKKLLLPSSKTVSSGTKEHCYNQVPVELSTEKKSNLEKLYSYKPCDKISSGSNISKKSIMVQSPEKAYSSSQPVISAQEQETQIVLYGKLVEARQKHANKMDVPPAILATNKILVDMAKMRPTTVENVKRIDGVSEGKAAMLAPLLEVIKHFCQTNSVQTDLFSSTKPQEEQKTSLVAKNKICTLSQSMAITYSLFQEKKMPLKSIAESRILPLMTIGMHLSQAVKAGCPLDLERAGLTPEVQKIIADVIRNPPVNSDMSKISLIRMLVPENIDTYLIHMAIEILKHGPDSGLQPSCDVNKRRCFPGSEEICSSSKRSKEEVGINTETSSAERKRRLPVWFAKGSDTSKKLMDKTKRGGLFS
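Kinetic fluorescence helicase assay: unwinding of a quenched forked DNA duplex (100 nM final) with 2 mM ATP final raises red fluorescence (525/598 nm). Compounds sat 15 min at room temperature with 20 nM WRN beforehand.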
HT1080-NT tox: kills 2HG-producing HT-1080-NT fibrosarcoma cells; 360,000 tested, 1.6% active; Potency, µM (doses to about 46.1 µM), for the others: top-dose activity, negative = less viability, most hits filed as cytotoxic; HT-1080-NT fibrosarcoma viability, CellTiter-Glo ATP luminescence, 48 h;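 note: NT is the 2HG producing partner of a matched IDH1 knockdown line; potency is the fitted concentration of half-maximal effect; 0% = DMSO-treated cells and -100% = media-only wells without cells; nearly all actives have a fitted effect of over 55% in size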
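HT-1080-NT fibrosarcoma cells (2HG-overproducing), 750 cells/well in RPMI with 5% FBS, dosed after 2 h and incubated 48 h at 37C. CellTiter-Glo luminescence normalized to DMSO and no-cell wells; concentration-response curves fitted and classed.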
KB-3-1 cytotox: kills parental KB-3-1 adenocarcinoma cells. 400,000 tested, 1.4% active. Potency, µM (highest dose often 46.1 µM), without a hit: top-dose activity change, negative = cytotoxic, hits mostly cytotoxic. KB-3-1 viability, CellTiter-Glo ATP luminescence, 72 h; note: potency is the fitted concentration of half-maximal effect; % is set by controls: 0 for no effect and ±100 for the full control effect; nearly all actives have a fitted effect of over 60% in size
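Parental KB-3-1 viability, qHTS format: 72 h compound exposure, 37 °C; CellTiter-Glo; media-only wells and DMSO plates as controls; concentration-effect fits on corrected data.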
Starred values were filed as active, the others as inactive; ? = inconclusive; · = not tested or not shown; & = joins results of further samples; [ ] = dose if it differs, or a comment. Unless noted, calls come from the whole dose curve; as a rule, active = well fitted curve in the direction sought with a large enough effect; inconclusive = small, poorly fitted or top-dose-only effect, or another doubt; inactive = no such curve, though single readings can be large; an effect the other way counts as inactive or inconclusive.

Each structure is followed by: IL1B secr inh	KB-V1 MDR tox	HT1080 IDH1KD tx	MCF10A rereplic	SW480 rereplic	ATXN2 expr inh	WRN inhibitor	HT1080-NT tox	KB-3-1 cytotox
> CC1CCN(Cc2nnnn2CCCC(=O)N(C)C(C)c2ccccn2)CC1 (stereo not drawn)
→ 12	-1%	22%	0%	-13%	14%	-8%	-1%	3%
> CCn1nc(C)c(CN2CCC(C(=O)Nc3cccc(-c4cccc(Cl)c4)c3)CC2)c1C
→ -18	0%	?	-1%	?	·	6%	-3%	6%
> CSCCOC(=O)C1=C(C)NC(=O)NC1c1ccc2c(c1)OCO2 (stereo not drawn)
→ -23	0%	4%	2%	1%	6%	4%	0%	3%
> Fc1ccccc1-c1nc2ccccc2[nH]1
→ -2	-17%	-19%	6%	-43%[inhibitor]	·	2%	-7%	0%
> CCC(C)N1CC(=O)N2Cc3[nH]c4ccccc4c3C[C@H]2C1=O (stereo partly drawn)
→ -7	10%	3%	0%	-8%	·	10%	?	7%
> CCN(CC)CCN(C(=O)/C=C/c1cccs1)c1nc2ccc(C)cc2s1
→ 5	9%	?	-1%	-5%	·	-7%	-6%	-6%
> CC(C(=O)N(C)CC(=O)Nc1ccccc1C(F)(F)F)N1C(=O)c2ccccc2C1=O (stereo not drawn)
→ 2	15%	7%	0%	1%	·	5%	1%	-1%
> COc1ccc(/C=N/NC(=O)CSc2ccccc2)cc1OC
→ -4	-12%	2%	9%	-3%	14%	1%	-5%	1%
> COCCN(C(=O)c1ccc(N2C(=O)c3ccccc3C2=O)cc1)c1c(N)n(CC(C)C)c(=O)[nH]c1=O
→ 4	?	3%	0%	-2%	2%	-4%	7%	-17%
> COc1ccc(S(=O)(=O)NCCN2CCOCC2)c(C)c1C
→ -14	-8%	19%	4%	0%	-19%	5%	27%	-2%
> CCOCCCN(C(=O)Cn1nnc(-c2ccc(OC)c(OC)c2)n1)C(C(=O)NCC1CCCO1)c1ccc(F)cc1 (stereo not drawn)
→ -29	-10%	0%	6%	1%	-15%	-9%	-7%	-6%
> COc1ccc(-c2cc([C@H]3[C@H]4C=CC[C@@H](C)[C@@H]4C(=O)N3Cc3ccccc3)ccc2F)cc1OC
→ -7	?	-20%	?	10%	25%	-2%	-26%	16µM*
> O=C(Nc1ccccc1F)Nc1ccccc1Br
→ 0	17%	-6%	-11%	-13%	·	3%	-1%	-6%
> Cn1c(NC(=O)c2cccc(C(F)(F)F)c2)cc(=O)n(C)c1=O
→ 36	12%	3%	8%	-1%	-3%	5%	4%	14%
> CN(CC(=O)O/N=C(\N)c1cccc([N+](=O)[O-])c1)S(=O)(=O)c1ccccc1
→ 8	-17%	-21%	11%	-15%	1%	-4%	3%	1%
> CCCc1nc2c([nH]1)c(=O)n(C)c(=O)n2C
→ 13	-17%	3%	-2%	12%	-15%	11%	?	-4%
> C#CCN(C[C@@H]1[C@@H](OC(=O)NCc2ccccc2F)[C@@H](OC(=O)NCc2ccccc2F)Cn2c(=O)n(CCCCCC)c(=O)n21)S(=O)(=O)c1ccc(C)cc1
→ ?	-4%	8%	·	·	2%	-4%	-2%	-3%
> O=C(CN1CCCC1c1ccc2c(c1)OCCO2)NC(=O)Nc1ccccc1 (stereo not drawn)
→ -15	-23%	-4%	3%	4%	·	7%	-10%	-4%
> Cc1ccc(-c2csc3ncnc(-n4cnc5ccccc54)c23)cc1
→ ?	?	21µM*	9.2µM*	?	-22%	-6%	16µM*	?
> Cc1ccc(C2Nc3ccccc3NC3=C2C(=O)CC(C)(C)C3)c(O)c1 (stereo not drawn)
→ 7	-7%	-5%	-22%	4%	5%	0%[57.1 µM]	2%	-12%
> COc1cccc(NC(=O)Nc2nnc(CC(=O)NCc3ccccc3)s2)c1
→ -12	6%	-7%	-2%	-25%	·	1%	-4%	10%
> CSCCC(C(=O)Nc1c(C)cccc1C)N1CCN(c2ccc(C(F)(F)F)cn2)CC1 (stereo not drawn)
→ 5	27%	8%	·	·	4%	3%	0%	0%
> CCCCCOC(=O)Nc1nnc(CCCCC)s1
→ 0	-9%	1%	9%	-5%	7%	2%	?	2%
> COCCCNC(=S)N1CCN(c2nc(-c3ccc(F)cc3)cs2)CC1
→ ?	-9%	-17%	-2%	?	?	-10%	?	?
> O=C(/C=C/c1ccco1)Nc1ccc(Cl)c(S(=O)(=O)N2CCOCC2)c1
→ -2	?	?	-2%	-18%	·	-4%	-3%	?
> COc1cc(-c2nc3cc(C)ccn3c2NC2CCCCC2)ccc1-c1ccc(C(C)=O)cc1
→ ?	2%	?	?	?	?	-6%	-20%	-22%
> Cc1ccc2c(Cl)c(C(=O)NCC(c3ccco3)N3CCCC3)sc2c1 (stereo not drawn)
→ -7	15%	-2%	18%	2%	·	-2%	0%	-7%
> COc1ccc(OC)c(NC(=O)Nc2nc(C(N)C(C)C)cs2)c1 (stereo not drawn)
→ -63*	2%	?	·	·	-23%	-1%	?	0%
> N#Cc1ccc(CSc2nnc(NC(=O)c3ccc(=O)[nH]c3)s2)cc1
→ 55	15%	0%	?	7%	14%	?	?	11%
> CC(=O)NN(O)C1N(C)C(=O)N(Cc2ccccc2)C1(C)C (stereo not drawn)
→ 15	0%	17%	-2%	-12%	-18%	-21%	19%	8%
> Cc1c(C(=O)O)cccc1-n1c(C)cc(C=O)c1C
→ -3	?	-1%	?	-8%	-4%	-15%	0%	4%
> OC[C@@H]1CN(C2CCCC2)C[C@H](n2cnc3c(NC4CC4)ncnc32)O1
→ 13	6%	20%	·	·	5%	-2%	?	0%
> COc1ccc(Cc2noc(CN(C)Cc3ccc(-n4cccn4)cc3)n2)cc1OC
→ -15	?	-3%	-1%	-20%	·	-5%	-22%	?
> CC(NC(=O)c1ccco1)C(=O)N1CCN(c2ccccc2)CC1 (stereo not drawn)
→ 3	-22%	1%	9%	2%	-1%	-34%	0%	5%
> Cc1onc(-c2ccccc2Cl)c1C(=O)OCC(=O)c1c(N)n(C)c(=O)n(C)c1=O
→ -21	?	-10%	2%	-17%	-15%	-2%	-6%	-6%
> CNC(=O)COC(=O)c1ccc(Cl)c(S(=O)(=O)N2CCCC2)c1
→ 19	17%	15%	-5%	-3%	-2%	-7%	18%	-2%
> Cc1ccc(CNC(=O)C(=O)NCC2OCCN2S(=O)(=O)c2ccc3c(c2)OCCO3)cc1 (stereo not drawn)
→ -5	?	-2%	6%	-1%	-13%	-12%	0%	6%
> Clc1cccc(CSC2=NCCCN2)c1
→ -4	?	0%	0%	-1%	-6%	-11%	1%	7%
> Cc1ccc(NCCC(=O)c2ccc(Cl)cc2)cc1C
→ -17	26%	2%	-31%[inhibitor]	5%	23%	7%	3%	-13%
> C=CC[C@@H](CC(=O)N[C@@H](CO)Cc1ccccc1)C(=O)NC[C@H](OC(=O)[C@@H](CC=C)Cc1ccc(F)cc1)c1ccccc1
→ 44	24%	23µM*	?	2%	-25%	-1%	?	?

Rewritten as tab-separated lines: entries from further up
Compound	IL1B secr inh	KB-V1 MDR tox	HT1080 IDH1KD tx	MCF10A rereplic	SW480 rereplic	ATXN2 expr inh	WRN inhibitor	HT1080-NT tox	KB-3-1 cytotox
COc1cccc(NC(=O)Nc2nnc(CC(=O)NCc3ccccc3)s2)c1	-12	6%	-7%	-2%	-25%	·	1%	-4%	10%
CSCCC(C(=O)Nc1c(C)cccc1C)N1CCN(c2ccc(C(F)(F)F)cn2)CC1 (stereo not drawn)	5	27%	8%	·	·	4%	3%	0%	0%

(list continues)
Each structure is followed by: IL1B secr inh	KB-V1 MDR tox	HT1080 IDH1KD tx	MCF10A rereplic	SW480 rereplic	ATXN2 expr inh	WRN inhibitor	HT1080-NT tox	KB-3-1 cytotox
> O=S(=O)(NCC1CCCO1)c1ccc(-c2ccc(Cl)cc2)cc1 (stereo not drawn)
→ 6	10%	-1%	-11%	-16%	-21%	9%	-19%	-16%
> Cn1c(=O)n(C)c2cc(NC(=O)C(F)(F)F)ccc21
→ -10	-17%	-1%	5%	15%	5%	-15%[57.1 µM]	3%	9%
> COc1ccc(OC)c(NC(=S)N(CCc2c(C)[nH]c3ccccc23)Cc2cccs2)c1
→ -10	-13%	-17%	1%	?	2%	-3%	-11%	?
> O=C(CCCN1CC=C(n2c(=O)[nH]c3ccccc32)CC1)c1ccc(F)cc1
→ 9	23%	-27%	15%&-10%&5%	10%&0%&-3%	?	-2%	?	0%
> CCOc1c(Br)cc(C2NC(=O)CCC2[N+](=O)[O-])cc1OC (stereo not drawn)
→ -2	15%	19%	-10%	-1%	·	6%	4%	-2%
> COc1cccc(OCCSc2nc3ccccc3c(=O)[nH]2)c1
→ 24	-21%	0%	?	-62%[inhibitor]	6%	2%	-5%	2%
> COc1cc([C@@H]2C[C@H]3CN(c4ccccc4)C(=O)[C@]34CCCN24)cc(OC)c1OC
→ -22	-5%	-16%	18µM*	-3%	·	2%	9%	?

Shown as a hit in IL1B secr inh, among the entries above:
| mol | IL1B secr inh | WRN inhibitor |
| --- | --- | --- |
| COc1ccc(OC)c(NC(=O)Nc2nc(C(N)C(C)C)cs2)c1 (stereo not drawn) | -63* | -1% |

Whole records as entered above.
COc1cccc(OCCSc2nc3ccccc3c(=O)[nH]2)c1 in the list: IL1B secr inh: 24; KB-V1 MDR tox: -21%; HT1080 IDH1KD tx: 0%; MCF10A rereplic: ?; SW480 rereplic: -62%[inhibitor]; ATXN2 expr inh: 6%; WRN inhibitor: 2%; HT1080-NT tox: -5%; KB-3-1 cytotox: 2%
O=C(CCCN1CC=C(n2c(=O)[nH]c3ccccc32)CC1)c1ccc(F)cc1 in the list: IL1B secr inh: 9; KB-V1 MDR tox: 23%; HT1080 IDH1KD tx: -27%; MCF10A rereplic: 15%&-10%&5%; SW480 rereplic: 10%&0%&-3%; ATXN2 expr inh: ?; WRN inhibitor: -2%; HT1080-NT tox: ?; KB-3-1 cytotox: 0%

An unsorted share of the library, and some 12% of all compounds hit somewhere here.
